Bioassay records: PubChem, several laboratories
CaV13 ICDI inh: Disruptors of the CACNA1D IQ motif to Ca2+-dependent inactivation inhibitor domain association, primary screening, Förster resonance energy transfer in intact living …. HEK cells, CFP/YFP FRET ICDI-IQ, plate reader, 10 min; percent FRET-ratio fall versus neutral wells. inhibition, % at 12.3 µM. 0.098% of 340,000 active. AID 743397;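 active = mean replicate inhibition of at least 30% and at least 1% of replicates passing that level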;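 note: 0% = median of the neutral control wells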
CF NFkB inh: cystic fibrosis NF-kB activation inhibition; KKLEB NF-kB-GFP reporter, PAF-induced, GFP fluorescence overnight; AID 588850; inhibition, % at 5 µM; 0.86% of 360,000 active;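 active = at least 50% inhibition at 5 µM, scaled per plate between neutral and stimulator controls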;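 note: PAF is a Pseudomonas aeruginosa culture filtrate used as stimulus; plate controls were PAF-stimulated DMSO wells for no effect and unstimulated DMSO wells for full effect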
PDI turbidity: blocks human protein disulfide isomerase activity | P07237 | PDI insulin aggregation turbidity, A650, 90 min | inhibition, % at 10 µM | 0.052% of 350,000 active | AID 588391;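 active = mean inhibition across replicates of 30% or more, whatever share of single replicates reach that level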;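 note: absorbance from insulin aggregation driven by PDI reduction with DTT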
Target sequence (P07237 whole entry, looked up): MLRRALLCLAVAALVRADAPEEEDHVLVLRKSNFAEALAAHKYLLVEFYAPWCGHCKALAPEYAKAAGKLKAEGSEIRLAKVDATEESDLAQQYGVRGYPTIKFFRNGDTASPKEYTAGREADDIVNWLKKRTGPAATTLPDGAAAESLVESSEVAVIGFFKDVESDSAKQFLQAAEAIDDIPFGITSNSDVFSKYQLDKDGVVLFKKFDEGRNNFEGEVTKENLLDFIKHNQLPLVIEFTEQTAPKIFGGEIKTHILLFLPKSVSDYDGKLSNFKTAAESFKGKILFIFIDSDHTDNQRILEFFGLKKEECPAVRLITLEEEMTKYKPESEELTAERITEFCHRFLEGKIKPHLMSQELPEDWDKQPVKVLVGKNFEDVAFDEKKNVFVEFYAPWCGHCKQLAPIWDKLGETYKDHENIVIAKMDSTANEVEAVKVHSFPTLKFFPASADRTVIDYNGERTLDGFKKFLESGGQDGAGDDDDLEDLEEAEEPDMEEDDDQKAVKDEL
NR2E3 ag-1: activates human NR2E3 receptor | 0.35% of 360,000 active | AID 602229 | inhibition of corepressor binding, % at 3.98 µM | CHO-S Gal4-NCOR/VP16-NR2E3 two-hybrid, luciferase | Q9Y5X4;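 active = inhibition above the mean of all tested compounds plus 3 SD, cut at about 70% in these data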;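 note: 0% = DMSO with NR2E3 transfected cells and 100% = cells lacking NR2E3 construct; higher means lower luciferase signal from less NR2E3 corepressor binding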
Target sequence (Q9Y5X4 whole entry, looked up, the tested form may be a part): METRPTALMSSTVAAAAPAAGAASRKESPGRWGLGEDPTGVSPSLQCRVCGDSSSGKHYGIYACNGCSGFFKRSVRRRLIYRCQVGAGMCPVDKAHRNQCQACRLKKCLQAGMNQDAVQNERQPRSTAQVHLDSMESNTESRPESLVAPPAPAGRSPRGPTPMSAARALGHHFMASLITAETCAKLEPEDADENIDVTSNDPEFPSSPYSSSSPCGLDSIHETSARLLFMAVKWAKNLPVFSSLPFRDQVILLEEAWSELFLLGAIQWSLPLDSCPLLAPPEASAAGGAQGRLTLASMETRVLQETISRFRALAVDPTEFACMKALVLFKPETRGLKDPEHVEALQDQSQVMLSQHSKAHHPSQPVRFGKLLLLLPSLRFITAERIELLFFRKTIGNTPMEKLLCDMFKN
TRPM1 prom inh: inhibitors of MITF-driven TRPM1 promoter in melanoma cells. inhibition, % at 12.5 µM. 0.83% of 330,000 active. SK-MEL-5 TRPM1 promoter luciferase, 24 h;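 active = mean inhibition across replicates of 60% or more, whatever share of single replicates reaches that level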; note: values of inactives mirror those of a sister screen read the other way
Vif inh: blocks HIV Vif function; AID 602346; inhibition, % at 7.49 µM; HEK293T cells, Vif self-association by quenched fluorescence, imaging, 24 h; 0.35% of 340,000 active; in the data active = inhibition above about 50%, passing the limit was not always enough; note: some results filed as inactive read as strong as hits
HIF-2a block: inhibitors of HIF-2a. inhibition, % at 18.8 µM. 0.72% of 360,000 active. 786-0 RCC cells HIF-2a reporter, luciferase luminescence, overnight;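 active = inhibition of the luminescence signal of 40% or more relative to plate controls, in a single-dose primary screen at 18.75 µM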
Shn3 inh set2: inhibitors of Schnurri-3 3'UTR reporter in osteoblasts; Clone20 osteoblast Shn3 3'UTR firefly luciferase, 24 h; inhibition, % at 12.5 µM; 0.52% of 360,000 active;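 active = mean inhibition of at least 75% with every replicate also reaching 75%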;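 note: 0% = median of neutral control wells and 100% = pilot-screen positive control compound; some compounds past the cut are filed as inactive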
NR2E3 ag-2: activates human photoreceptor nuclear receptor NR2E3. Q9Y5X4. GST-NR2E3/biotin-RetCOR TR-FRET, 1536-well. inhibition of corepressor binding, % at 4.78 µM. 0.12% of 320,000 active. AID 2300;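 active = percent inhibition above the cutoff of mean plus 3 SD of all tested compounds, set per screening campaign, cut at about 20% in these data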;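 note: 0% = DMSO wells and 100% = biotin wells as full block of FRET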
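Material: NR2E3–RetCOR corepressor complex / Incubation: Compound–protein incubation for 5 h at 4 °C / Dosing: compound at 4.8 µM, single dose / Detection: time-resolved FRET / Benchmarks: high control biotin, low control 0.6% DMSO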
Peg3 promoter: inhibitors of Peg3 promoter. HeLa PEG-Prom luciferase reporter, luminescence, overnight. inhibition, % at 20 µM. 1.7% of 360,000 active. AID 588405;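 active = inhibition of at least 50% at 20 µM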
KKLEB cytotox: CF airway cell cytotoxicity counter-screen | KKLEB CF airway cells viability, ATPlite luminescence, overnight; active compounds read low; cells stimulated with P. aeruginosa culture filtrate | activity change (cytotoxicity), % at 5 µM | 0.36% of 360,000 active | AID 602141;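 active = corrected activity change at or below -50% at 5 µM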
An asterisk follows results filed as active; . = not tested or not shown; + = active, no number. Hits appear at their usual frequency; about 3.3% have a hit in one of these screens.

SMILES	CaV13 ICDI inh	CF NFkB inh	PDI turbidity	NR2E3 ag-1	TRPM1 prom inh	Vif inh	HIF-2a block	Shn3 inh set2	NR2E3 ag-2	Peg3 promoter	KKLEB cytotox
Cc1ccc(NS(=O)(=O)c2cccc3cccnc23)cc1Cl	-2.5	2.7	4.3	31.5	13.9	1.8	20.5	4.6	-2.9	17.8	-1.6
CC1=C(C(=O)Nc2ccccc2)C(c2ccccc2)N2C(=O)CSC2=N1 (configuration not stated)	.	5.9	4.9	-43.0	3.0	-1.7	7.9	-8.9	-1.0	9.2	-13.0
O=C(C=C(C(=O)c1ccccc1)c1ccccc1)c1ccccc1	-9.0	14.8	-7.1	-13.4	18.3	30.4	14.1	21.1	.	45.0	-11.6
Cc1ccc(C)c(NC(=O)C(=O)NCCCN2CCOCC2)c1	-6.1	5.7	-4.4	-11.6	6.9	-4.6	13.4	2.6	4.3	19.7	2.0
COc1ccccc1NC(=O)CC(=O)CSc1nnc(-c2ccc(C)cc2)n1C	-5.2	-1.2	10.9	-7.8	18.4	-3.0	-4.4	-0.9	2.3	12.3	-1.6
CCN(CC)S(=O)(=O)c1ccc(O)c(C(=O)OCC(=O)N2CCCC2)c1	-4.4	-0.7	-1.6	-4.5	1.6	7.6	7.1	-7.4	3.3	2.3	3.7
CC(C)Cn1c(CN(C)Cc2ccccc2)nc2c1c(=O)n(C)c(=O)n2C	3.9	2.5	.	-28.6	4.3	1.2	10.7	59.6	2.5	12.4	-28.9
O=C(CCN1C(=O)/C(=C/C=C/c2ccccc2)SC1=S)Nc1nc2ccccc2s1	-5.4	4.4	-7.3	-12.1	0.1	3.6	17.9	-45.1	1.3	9.8	-21.8
Cc1ccc(S(=O)(=O)N2CC=C(C(=O)NCc3ccc(F)cc3)CC2)cc1	15.0	3.4	-8.7	24.1	-2.7	4.7	5.4	14.3	1.3	8.0	8.3
Cc1cc(NS(=O)(=O)c2ccc(NC(=O)NC(C)(C(F)(F)F)C(F)(F)F)cc2)no1	-10.2	-0.9	-1.4	4.9	1.6	24.1	8.2	-22.0	-4.6	13.8	7.4
O=C(CSc1ccccc1C(=O)O)NC12CC3CC(CC(C3)C1)C2	-1.8	10.4	-0.4	-7.8	-11.5	-2.1	-4.4	-3.6	-0.2	15.6	1.1
COc1ccc(OC)c(NC(=O)CSc2nnc(-c3cccnc3)s2)c1	-7.0	6.4	0.3	23.2	2.5	9.7	0.0	47.9	0.1	4.9	0.1
COc1cc(CNc2ncnc3c2ncn3[C@H]2CN(Cc3cccc(C(F)(F)F)c3)C[C@@H](CO)O2)cc(OC)c1OC	-9.9	-9.0	2.9	-19.5	.	-7.8	-5.3	-6.1	.	11.1	5.5
CCN(CC)c1ccc(C(=O)OCc2cc(=O)oc3cc(O)ccc23)cc1	.	-2.0	-8.7	9.4	24.1	-3.5	-18.0	22.6	4.4	20.4	0.2
N/C(=N/OS(=O)(=O)c1ccc([N+](=O)[O-])cc1)c1ccncc1	-3.3	3.4	-76.8	-26.1	1.2	0.8	13.4	-14.4	-1.2	2.6	5.9
COc1cc(C=C2C(=O)c3ccccc3C2=O)ccc1O	6.6	4.6	-7.1	-0.2	-6.6	-3.3	11.6	.	-1.8	10.1	-3.0
COC(=O)C1=C(Nc2cc(Cl)cc(Cl)c2)CSC1	-11.5	-10.3	1.5	-0.8	1.2	2.4	-8.5	13.2	3.5	-9.3	-1.7
CCc1nnc(NC(=O)CSc2nnc(Cc3cccn3C)n2CCOC)s1	-3.6	10.1	.	-27.4	.	0.0	6.6	14.9	-0.7	-20.0	-27.7
CCOC(=O)c1c(-c2ccccc2)csc1NC(=O)COc1ccc2c(C)cc(=O)oc2c1	-5.8	-2.7	-6.9	-26.9	12.7	2.1	12.1	22.7	-0.6	22.0	-2.2
CC1CCCCC1NC(=O)C1CCN(S(=O)(=O)N2CCC3(CC2)OCCO3)CC1 (configuration not stated)	.	9.4	23.5	3.6	2.9	-1.7	5.9	2.5	2.8	6.4	-17.9
CCN1C=C(C(=O)OC)C(c2cccc(OC)c2OC)C(C(=O)OC)=C1	+	16.7	7.8	-11.6	-6.2	5.2	6.2	-8.6	3.0	1.7	-14.3
CC(=O)C1=C(O)C(=O)N(C2CCCCC2)C1c1ccccc1 (configuration not stated)	.	0.6	-6.6	4.8	3.2	.	-6.4	-18.7	-2.1	-2.5	1.9
CN(C)CCN1C(=O)C(O)=C(C(=O)c2cc3ccccc3o2)C1c1ccc(N(C)C)cc1 (configuration not stated)	-53.4	8.9	-1.7	-10.8	0.2	5.1	-57.9	-2.8	-1.5	-84.9	-3.1
O=C1CN(Cc2cc(=O)oc3cc4c(cc23)CCC4)CCN1	0.0	-29.7	8.6	-30.5	8.8	-2.7	-1.5	-12.9	-1.9	18.1	6.4
Cc1ccccc1NC(=S)N(CCN(C)C)C(C)c1ccco1 (configuration not stated)	-3.9	-1.7	-3.1	-40.6	1.3	2.6	-6.7	-20.5	-3.4	-4.5	-1.8

The listing continues.
SMILES	CaV13 ICDI inh	CF NFkB inh	PDI turbidity	NR2E3 ag-1	TRPM1 prom inh	Vif inh	HIF-2a block	Shn3 inh set2	NR2E3 ag-2	Peg3 promoter	KKLEB cytotox
CCOC(=S)SCC(=O)N1CCc2cc(OC)c(OC)cc2C1C1C(=O)CC(C)(C)CC1=O (configuration not stated)	-4.9	14.3	7.4	-10.6	-11.0	1.7	12.7	0.8	-0.8	3.6	-5.4
CCOc1ccc(C=O)cc1CN1CCCCC1	.	11.5	6.5	-3.2	-3.3	.	10.1	-1.1	0.9	-19.3	4.6
O=c1c(Br)c(N2CCOCC2)cnn1-c1ccccc1	3.8	-6.9	29.1	-56.8	-74.0	-5.2	-140.7	0.3	3.0	-112.8	-0.9
CC(O)(c1cccnc1)c1nc(-c2cccc(F)c2)cs1 (configuration not stated)	-6.9	-12.1	11.6	-3.8	.	-5.8	-2.7	-4.0	.	-2.1	-6.6
CN(CC(=O)NCCc1ccccc1)S(=O)(=O)c1cccs1	0.0	-5.0	4.8	0.6	-4.2	0.0	-40.2	0.5	-2.3	-19.9	-3.7
CC(C)CNc1nc2c(c(=O)n(C)c(=O)n2C)n1Cc1cccc(Br)c1	-6.0	-7.9	-16.2	-9.0	-0.6	-4.9	13.8	16.3	-1.8	26.8	10.3
CCOC(=O)C1=C[C@@H](CC)N(S(=O)(=O)c2ccc([N+](=O)[O-])cc2)[C@H]1c1ccccc1	-5.5	8.9	.	-23.7	.	.	-4.8	12.0	.	17.6	-22.0
C/C(Cl)=C\Cn1c(NCCCn2ccnc2)nc2c1c(=O)n(C)c(=O)n2C	-4.0	-8.8	-3.8	0.1	0.6	4.2	4.1	-42.5	-1.3	3.0	-2.3
COc1ccc(-c2cc(C(=O)NCc3cccs3)no2)cc1	0.5	-15.9	1.2	-59.4	-86.9	-0.9	-223.9	-59.9	3.1	-144.5	0.7
Cc1c(C(=O)N2CCCCC2)c(S(=O)(=O)Nc2cccc(Br)c2)c(C)n1C	-15.4	6.4	-2.7	4.1	9.9	-9.4	11.7	9.8	4.0	27.9	-21.0
O=C(N/N=C1\NC(=O)C(CO)(CO)S1)c1ccccc1	-4.4	-1.0	-2.8	1.6	-1.4	7.4	16.7	1.4	-4.2	2.4	1.1
C(=N\n1c2ccccc2c2ccccc21)/c1ccccc1	-2.8	-3.6	-3.7	4.0	18.1	-5.0	12.3	-0.1	-1.3	-8.3	-3.6
Cc1ccc2nc(-c3cccc(-c4cccc(Cl)c4)c3)c(NCc3ccccc3)n2c1	-11.1	-13.3	-7.4	-14.8	-4.6	3.2	-45.5	73.5	2.3	44.1	13.0
Oc1ccc(-c2cn3c(n2)SCC3)cc1O	-4.1	0.6	14.0	-71.5	-8.2	-5.7	9.7	3.7	-0.8	0.6	-4.8
O=C(COc1ccc2ccccc2c1Br)NCc1ccccn1	-17.5	6.3	-0.4	-11.7	-30.5	3.3	-253.8	-25.9	0.8	-155.9	-6.0
CC(NC(=O)C1CCCN(C(=O)N(C)C)C1)c1ccccc1 (configuration not stated)	-3.3	-13.9	4.5	17.0	3.9	24.2	14.7	3.9	6.9	3.5	18.2
O=C(Cn1cc(/C=N/NC(=O)c2ccccc2Br)c2ccccc21)Nc1ccc(F)cc1	3.6	-5.6	1.7	-26.3	7.0	0.9	15.1	-6.9	-2.2	23.4	-2.3
Cc1csc(NC(=O)c2cccc([N+](=O)[O-])c2C(=O)O)n1	-6.4	-12.3	-4.0	-7.2	-8.8	1.2	9.2	9.8	-2.0	15.4	2.0
CCOc1ccc(NC(=O)CNc2ccc(C)cc2Cl)cc1	-5.8	-5.1	-0.5	-19.3	1.1	-9.5	-37.6	4.9	-2.4	-34.0	-1.5
CN(C)c1nc(OCC(=O)NC(C)(C)C)nc(N(C)C)n1	2.4	-5.2	-2.6	-29.5	-14.1	-3.4	-1.7	-2.3	2.5	4.2	4.7
Cc1cc(C)nc(Sc2nc(C)nc3c2oc2ccccc23)n1	-0.5	22.2	3.4	-19.6	-2.1	0.0	-0.8	-8.8	2.2	2.0	-0.4
O=C(CSc1nnnn1-c1ccc(F)cc1)NCc1cccs1	-1.9	5.0	-5.5	-16.7	-16.9	1.0	-8.4	10.5	-2.4	-18.4	5.1
COc1ccc(COC(=O)C2=C(C)NC(=O)NC2c2ccc(OC)c(OC)c2)cc1 (configuration not stated)	4.3	1.5	6.0	-8.6	-2.4	4.5	21.1	20.4	3.9	5.8	-5.1
Cc1ccc(C)c(N2C(=O)C3C4C=CC(CC4)C3C2=O)c1 (configuration not stated)	-20.0	5.5	-2.1	-11.4	-3.5	-6.6	12.4	-12.4	1.5	9.9	-7.3
CCCCNC(=O)C1c2cc(OC)c(OC)cc2C(=O)N(C)C1c1ccc(OC)cc1 (configuration not stated)	0.3	-9.6	2.5	-3.6	-1.0	-0.3	13.1	6.8	1.2	-15.1	5.8
Cc1ccc2oc(=O)n(CC(=O)OCCC(C)C)c2c1	-2.8	-8.7	4.3	-16.9	-4.8	-4.9	14.0	-2.5	-1.8	6.5	1.9
COc1cccc(C(=O)N(Cc2ccco2)Cc2cc3cccc(C)c3[nH]c2=O)c1	-5.8	-19.6	2.5	9.1	8.1	15.3	10.6	12.4	-0.6	31.8	-1.9
